Bioassay records as filed in PubChem.
OXTR potentiator: potentiators of human oxytocin receptor. P30559. CHO-OTR cells, Fluo-8 calcium fluorescence, potentiator mode; 0% = oxytocin EC15, 100% = EC100. activation, % at 3 µM. 320,000 tested, 0.061% active. AID 2445;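 active = activation above that plate's cutoff, the mean activation of tested compounds plus 3 SD, cut at about 6.6% in these data, passing the limit was not always enough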;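 also: 100% uses oxytocin at 75 nM as the full agonist control; some results filed as inactive read as strong as hits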
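Assay system: CHO cell line stably expressing human OTR | Also added: Oxytocin at about EC15, sub-maximal agonist stimulus | Times: Compound 6 min at room temperature before oxytocin, 100 s read | Measured by: Fluo-8 intracellular calcium fluorescence, ex 470-495, em 515-575 nm | Controls: EC15 oxytocin alone as 0%, 75 nM oxytocin as 100%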
MEKK2mut PB1 HTS: signal of MEK5 binding to mutant human MEKK2 PB1 domain | percent response, % at 10 µM | 290,000 tested, 0.35% active | bead flow cytometry, Alexa488-MEK5 binding to MEKK2 mutant; in the data active = percent response above about 24%, passing the limit was not always enough; also: inactives centre near 1; some results filed as inactive read as strong as hits
MEKK2wt PB1 HTS: raises or lowers MEK5 binding to wildtype human MEKK2 PB1 domain. Q9Y2U5. bead flow cytometry, Alexa488-MEK5 binding to MEKK2 WT; actives lie on both sides. binding response (% of control), % at 10 µM. 290,000 tested, 1.1% active. AID 1531; in the data active = binding response below about 67% or above about 130%
GPR7 antagonist: human neuropeptides B/W receptor 1 antagonism. GPR7-expressing cells, fluorescence antagonist assay. inhibition, % at 4.4 µM. 290,000 tested, 1.1% active; in the data active = inhibition above about 16%, passing the limit was not always enough;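 also: cells stimulated with the agonist NPW; 0% = agonist with vehicle and 100% = vehicle without agonist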
Target sequence (P48145 whole entry, looked up): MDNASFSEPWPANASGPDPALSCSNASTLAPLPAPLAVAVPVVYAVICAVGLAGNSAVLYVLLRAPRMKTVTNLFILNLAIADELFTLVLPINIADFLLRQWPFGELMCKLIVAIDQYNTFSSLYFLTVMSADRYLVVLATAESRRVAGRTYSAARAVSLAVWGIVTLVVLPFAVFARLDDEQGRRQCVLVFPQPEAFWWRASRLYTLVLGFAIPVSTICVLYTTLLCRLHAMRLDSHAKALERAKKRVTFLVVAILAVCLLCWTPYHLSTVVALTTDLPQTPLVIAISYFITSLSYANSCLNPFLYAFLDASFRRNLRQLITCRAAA
GalR3 antagonist: blocks the human galanin receptor 3. AID 651719. inhibition, % at 3 µM. HEK293 GalR3-CNG cAMP membrane potential fluorescence; galR3 body fused to GalR1 C-terminus. O60755. 360,000 tested, 0.44% active;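 active = inhibition above the screen-wide average plus 3 SD, cut at about 13% in these data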;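 also: forskolin and galanin both at EC90 stimulate the cells; cAMP rise reported by CNG channel membrane potential dye signal; 0% = forskolin plus galanin with DMSO and 100% = forskolin alone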
Target sequence (O60755 1-299 limits assumed): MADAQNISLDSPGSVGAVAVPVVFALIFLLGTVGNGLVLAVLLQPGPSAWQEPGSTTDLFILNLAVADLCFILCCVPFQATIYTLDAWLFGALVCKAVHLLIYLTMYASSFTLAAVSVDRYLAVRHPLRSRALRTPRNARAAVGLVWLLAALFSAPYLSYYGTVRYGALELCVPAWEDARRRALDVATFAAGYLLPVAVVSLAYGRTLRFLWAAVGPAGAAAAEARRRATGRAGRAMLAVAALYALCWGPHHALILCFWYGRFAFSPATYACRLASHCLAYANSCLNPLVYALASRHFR
OXTR ag: human OXTR agonism. CHO-OTR cells, Fluo-8 calcium fluorescence; normalized: DMSO 0%, oxytocin 100%. activation, % at 3 µM. 320,000 tested, 0.32% active. AID 2435;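 active = activation above the mean of all tested compounds plus 3 SD, cutoff set per screening run, cut at about 20% in these data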;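 also: peak over basal fluorescence ratio from a 100 s FLIPR kinetic read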
PfM18AAP inh: PfM18AAP enzyme inhibition; inhibition, % at 7.35 µM; 290,000 tested, 1.2% active; recombinant PfM18AAP, H-Glu-NHMec fluorogenic cleavage;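 active = inhibition above the campaign mean inhibition over all tested compounds plus 3 SD, cut at about 28% in these data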;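 also: 0% = plate median of test compound wells and 100% = 2 mM ZnCl2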
V1R ag counter: activates human V1a receptor in oxytocin agonist counter-screen; activation, % at 3 µM; P37288; CHO-V1R cells, Fluo-8 calcium fluorescence, agonist mode; 0% DMSO, 100% 3 nM vasopressin; 320,000 tested, 0.25% active;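 active = activation above the mean activation of all tested compounds plus 3 SD, per screening run, cut at about 20% in these data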;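 also: signal is peak over basal fluorescence ratio across a 100 second FLIPR read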
Target sequence (P37288 whole entry, looked up): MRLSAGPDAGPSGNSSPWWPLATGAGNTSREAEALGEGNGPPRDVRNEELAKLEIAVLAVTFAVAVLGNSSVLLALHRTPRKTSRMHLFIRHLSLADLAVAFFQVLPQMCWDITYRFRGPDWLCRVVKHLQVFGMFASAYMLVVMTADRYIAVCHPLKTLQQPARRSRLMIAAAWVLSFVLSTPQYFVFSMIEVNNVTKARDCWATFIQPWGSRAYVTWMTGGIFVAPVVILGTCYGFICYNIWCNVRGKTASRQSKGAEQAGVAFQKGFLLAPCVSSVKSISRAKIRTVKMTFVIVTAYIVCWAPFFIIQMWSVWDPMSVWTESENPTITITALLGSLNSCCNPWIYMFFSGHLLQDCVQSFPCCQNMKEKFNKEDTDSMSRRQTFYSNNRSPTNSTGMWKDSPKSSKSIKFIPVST
NALP1 yeast inh: inhibitors of NALP1 inflammasome in yeast; S. cerevisiae NALP1/ASC/caspase-1 growth, X-gal OD620, 72 h; inhibition, % at 10 µM; 280,000 tested, 0.61% active; AID 2071; in the data active = inhibition mostly above about 24%, no sharp cut-off; inactive = mostly below about 32%; also: some compounds called inactive have numbers as strong as hits
Active calls of the source: *; / = not tested or not shown.

SMILES	OXTR potentiator	MEKK2mut PB1 HTS	MEKK2wt PB1 HTS	GPR7 antagonist	GalR3 antagonist	OXTR ag	PfM18AAP inh	V1R ag counter	NALP1 yeast inh
CC(NC(=O)Nc1ccc(F)cc1)c1ccc2c(c1)OCO2 (configuration not stated)	-3	6	102	-6	1	-0.5	-3	2.3	4
O=C(CCN1C(=O)C2C3C=CC(C3)C2C1=O)Oc1ccc2ccccc2c1 (configuration not stated)	-9	-7	93	-11	-4	0.4	-9	3.4	3
CCCc1cc(=O)oc2cc(C)cc(OC(C)C(=O)NCC3CCC(C(=O)O)CC3)c12 (configuration not stated)	-3	-3	97	15	-3	0.8	-4	0.9	12
CC(C)c1nc(SCC(=O)Nc2c[nH]c(=O)[nH]c2=O)c2cnn(-c3ccccc3)c2n1	2	-14	82	5	2	-1.3	-2	-0.8	2
CCC(C)(NC(=O)c1ccccn1)C(=O)NC1CCCCC1 (configuration not stated)	0	5	111	-4	2	0.8	2	0.6	5
C#CCn1c(=NC(=O)c2cccs2)sc2cccc(OCC)c21	-8	11	109	-9	/	0.1	-5	-0.7	26
Cc1ccc(SCc2cn3c(C)cc(C)nc3n2)cc1	-1	6	104	0	-8	0.1	-1	-0.1	-13
COCC(C)n1c(SCC(=O)N2CCOCC2)nc2ccccc2c1=O (configuration not stated)	4	/	/	/	-6	1.0	/	1.3	/
COC(=O)N/N=C/c1ccc(/C=N/NC(=O)OC)cc1	-5	-2	97	-3	-5	0.6	1	1.5	5
Cn1c(=O)[nH]c(=O)c2[nH]c(CN3CCN(Cc4ccccc4)CC3)nc21	-2	7	103	/	5	0.7	/	0.2	8
Cc1ccc(C(=O)N/N=C\c2cc3c(cc2Br)OCO3)s1	-7	10	105	-15	8	-2.6	-5	-0.5	20
CCOc1ccc(NC(=O)C(c2ccccn2)N(C(=O)CCl)c2ccc(OCC)cc2)cc1 (configuration not stated)	-5	-2	94	-3	/	-0.6	18	-0.2	4
COc1ccc(C2=C(C=C(C#N)C#N)C(c3ccccc3C)c3ccccc3O2)cc1OC (configuration not stated)	-12	3	101	-20	-2	-2.0	4	0.7	9
O=c1[nH]cnc2scc(-c3ccccc3)c12	-6	-6	95	4	-3	-1.2	1	1.0	-29
Cc1csc(NC(=O)CSc2nnc(C)c(=O)n2N)n1	-2	2	97	-12	-4	-0.1	7	-0.5	-26
COc1ccc(NC(=O)c2ccc(OCc3c(C)noc3C)c(OC)c2)cn1	-3	-1	96	7	0	-0.6	-7	2.0	-12
COc1ccc(NS(=O)(=O)c2cccc(C(=O)NN=C(C)c3ccco3)c2)cc1	-5	/	/	/	-7	0.4	/	0.6	/
CN1CCN(C(=O)CSc2nnc(COc3ccccc3)o2)CC1	4	0	103	-6	-9	1.8	15	1.4	5
Cc1cc(C)n(CC(=O)N/N=C/c2cc([N+](=O)[O-])ccc2O)n1	-8	5	107	-6	1	-0.5	-1	-0.2	16
COc1cccc(C(c2nnnn2CCc2ccccc2)N2CCN(c3ccccc3)CC2)c1OC (configuration not stated)	-24	3	104	14	-1	-1.4	2	-0.5	-4
CCCCN(C(C)=O)C1CC(=O)N(c2ccc(OCCC)cc2)C1=O (configuration not stated)	-1	0	98	-10	-2	-1.3	0	-0.1	-1
Cc1cccc(CN2CCN(CC(=O)NCCCN3CCCC3=O)C2=O)c1	-8	-11	86	3	1	-1.3	1	-0.2	5
Cc1cc(C)c(C#N)c(OCC(=O)c2ccc(Br)cc2)n1	0	3	106	7	-1	-0.9	0	-0.8	15
COc1cc(OC)cc(-c2c(-c3ccc(F)cc3)c3cc(-c4cnc(OC)nc4)ccc3n2C)c1	3	/	/	/	-4	0.0	/	0.2	/
O=c1c2[nH]cnc2n(-c2ccccc2)c(=O)n1Cc1ccccc1	-10	-2	102	-2	4	-0.2	1	1.2	-1
COc1cc2c(cc1OC)C1(Nc3c-2c(-c2ccccc2)nn3-c2ccccc2)C(=O)Nc2ccccc21 (configuration not stated)	-18	/	/	-7	-4	0.2	7	0.0	12
Cc1csc2c(=O)sc(NC(=O)c3ccco3)nc12	-5	-22	94	0	-4	-0.5	-2	2.4	/
C=CCn1c(COc2cccc(C)c2)nnc1SCC(=O)NC(=O)NCc1ccco1	-4	3	98	19	-2	0.8	12	1.4	-12
O=C(COC(=O)C1CCC(=O)N1)Nc1ccccc1OC(F)F (configuration not stated)	-6	/	/	/	-4	1.3	/	2.9	/
CN(C)/C=C/C(=O)c1ccc(Cl)cc1	6	3	98	-9	-3	0.0	1	-0.7	-3
CCC(c1nnc(SCC(=O)NNC(=O)c2ccccc2)n1Cc1ccccc1)N(C)C (configuration not stated)	-3	/	/	/	-2	0.4	/	0.8	/
C=CC[C@@H](CC(=O)NCCO)C(=O)NCCOC(=O)[C@@H](CC=C)Cc1ccc(F)cc1	5	/	/	/	-5	0.8	/	0.2	/
COc1ccc(Br)cc1CN1C(=O)NC2(CCCCCC2)C1=O	-8	-3	95	20	-7	-0.3	1	0.6	10
O=C1/C(=C/c2ccc(Cl)cc2)SC(=S)N1CCC(=O)N1CCCCC1CCO (configuration not stated)	-13	2	105	-10	2	0.9	2	2.8	-9
C/C(=N\NC(=O)COc1cccc2ccccc12)c1cccs1	-13	-4	95	-5	-3	-0.3	-2	2.3	5
N#Cc1c(N)sc(=S)c2c1CCCCC2	3	-2	84	-13	3	2.4	8	1.9	12
Cc1ccc(C(=O)N[C@H](C(=O)Nc2ccc(F)cc2)C(C)C)cc1	5	4	101	-13	-7	0.7	-4	1.1	-7
CN(Cc1ccon1)C(=O)CC1C(=O)NCCN1Cc1ccccc1C(F)(F)F (configuration not stated)	/	7	105	1	1	/	1	/	13
c1ccc(CCc2ccccc2-c2nc(-c3cccnc3)no2)cc1	-3	-3	96	-7	-4	-0.4	-9	0.1	35
CCOC(=O)c1c(N)n[nH]c1-c1ccc(OC)cc1	-2	7	103	-14	-5	-0.4	1	-0.3	6
COc1ccccc1N(CN1C(=O)c2ccccc2C1=O)C(=O)c1cccnc1	3	5	109	-7	-7	1.0	-17	0.6	1
Cc1ccc(CSc2nnc(-c3ccc(S(=O)(=O)N4CCCC4)cc3)o2)cc1	2	-2	98	-17	-3	0.0	-4	-0.2	-4
COCCOC(=O)c1c(N)n(CCCN2CCOCC2)c2nc3ccccc3nc12	-2	7	103	-11	-3	0.9	5	-0.2	6
CCCC[C@H]1C2=C3[C@@H](CC(C(=O)OC)=C[C@@H](C(=O)OC)[C@H]3C(C)(C)C2=O)n2c(=O)n(-c3ccccc3)c(=O)n21	0	3	101	/	-2	-0.8	/	0.2	/
CCn1nc(C)c(CNC(=O)c2ccc(OC3CCN(Cc4ccccn4)CC3)cc2)c1C	/	4	107	2	97*	/	-3	/	8
CCC(CC)C(=O)Nc1c2cnn(-c3ccccc3)c2nc(=O)n1-c1ccccc1	-4	/	/	-13	-6	-0.3	2	-0.1	2
c1ccc(-c2nnc3n2-c2ccccc2SC3)cc1	-2	0	99	-4	-5	-1.2	-7	0.8	4
COc1ccc(N2C(=O)c3ccccc3C2O)cc1 (configuration not stated)	-6	4	107	4	-1	0.2	-1	-0.4	0
Cc1ccc(CN2CCN(Cc3ccc(O)cc3)CC2CCO)o1 (configuration not stated)	-8	-3	95	-6	-5	0.8	2	0.8	0
COc1ccc(N(CC(=O)NCC2CCCO2)S(=O)(=O)c2c(C)noc2C)cc1 (configuration not stated)	0	-1	98	-8	-4	1.2	0	0.2	-3
c1ccn2cc(CSc3nnc4ccccn34)nc2c1	-5	3	99	-7	2	0.4	-3	0.8	-4
Cc1cc(C)nc(N2CCC(C(=O)NC3CC3)CC2)n1	-6	13	110	-13	-10	0.8	3	0.3	-8
COc1ccc(CC(=O)NCc2ccccn2)cc1OC	-6	-3	101	-1	-3	0.7	4	1.2	-10
CCOc1cccc2cc(-c3csc(NC(=O)CCC(=O)NCCN4CCCCC4C)n3)c(=O)oc12 (configuration not stated)	5	10	120	-17	-2	2.1	16	0.5	18
Cc1nnc(N(C)C(=O)c2ccncc2)s1	-7	-2	98	-6	-6	0.1	-13	-1.1	2
C=CCONC(=O)c1cc(OCC(F)(F)F)ccc1OCC(F)(F)F	3	-3	101	-10	-5	-0.3	-5	0.2	4
N#Cc1nc(COc2ccccc2Cl)oc1N1CCCCCC1	/	9	103	-7	5	/	0	/	-10
COc1ccc(S(=O)(=O)Cc2ccc(C(=O)NC(C)C)o2)cc1	-2	-2	100	-4	-3	1.0	3	0.8	25
CCc1nnc(NC(=O)c2ccc3ncsc3c2)s1	-1	3	103	-4	0	-0.4	6	0.2	3
CCOc1ccccc1CN1CCC(n2nccc2NC(=O)CCc2ccccc2)CC1	2	16	122	7	-12	-0.5	3	0.3	15

Part of the list above, as comma-separated lines:
SMILES,OXTR potentiator,MEKK2mut PB1 HTS,MEKK2wt PB1 HTS,GPR7 antagonist,GalR3 antagonist,OXTR ag,PfM18AAP inh,V1R ag counter,NALP1 yeast inh
C=CCONC(=O)c1cc(OCC(F)(F)F)ccc1OCC(F)(F)F,3,-3,101,-10,-5,-0.3,-5,0.2,4
CCc1nnc(NC(=O)c2ccc3ncsc3c2)s1,-1,3,103,-4,0,-0.4,6,0.2,3
COc1ccc(CC(=O)NCc2ccccn2)cc1OC,-6,-3,101,-1,-3,0.7,4,1.2,-10
CCOc1ccccc1CN1CCC(n2nccc2NC(=O)CCc2ccccc2)CC1,2,16,122,7,-12,-0.5,3,0.3,15

Following part
SMILES	OXTR potentiator	MEKK2mut PB1 HTS	MEKK2wt PB1 HTS	GPR7 antagonist	GalR3 antagonist	OXTR ag	PfM18AAP inh	V1R ag counter	NALP1 yeast inh
O=C(NCC12CC3CC(CC(C3)C1)C2)c1cc2n(n1)C(C(F)(F)F)CC(c1ccco1)N2 (configuration not stated)	-10	/	/	-10	-7	1.0	1	-0.3	8
COc1ccc(NC(=O)C(c2ccccc2)c2ccccc2)cn1	-8	-2	95	-7	-6	-0.5	-6	1.9	-14
CCOc1ccc(NC(=O)CN(C)C(=O)c2ccc(=O)[nH]c2)cc1OCC	/	-2	96	-13	-4	/	-7	/	1
CCCCC(c1nnnn1CCOC)N1CCN(C(=O)c2ccco2)CC1 (configuration not stated)	/	-10	98	0	4	/	4	/	23
Cc1c(O)c(CN2CCCCC2)cc2c3c(c(=O)oc12)CCC3	-5	9	109	0	-7	-0.3	9	-0.7	10
COc1ccc(C(=O)OCC(=O)c2cc(C)n(CC3CCCO3)c2C)cc1[N+](=O)[O-] (configuration not stated)	-5	/	/	/	-4	3.3	/	8.1	/
CC(C)CNC(=O)c1cccc(NC(=O)CSc2ccccc2)c1	2	13	103	-3	2	-1.4	1	1.1	29
COc1ccccc1NC(=O)c1ccc(COc2ccccc2OC)o1	0	2	100	-9	-3	-1.8	4	-2.1	3
O=C(c1cc(COc2ccc(F)c(F)c2)on1)N1CCSCC1	/	-1	100	6	-3	/	1	/	-6
Cc1ccc([N+](=O)[O-])cc1NC(=O)CN(C(=O)c1ccc(Cl)cc1)C1CCCCC1	-9	3	112	12	-10	-2.5	-6	0.0	2
COc1ccc(CC(=O)Nc2cc(Cl)ccc2O)cc1	-10	8	111	5	-9	11	-3	6.6	-2
C=CCNC(=S)N/N=C(\C)c1cccc(OC)c1	-8	3	100	-10	-10	-2.1	5	-1.1	1
